Assay outcomes as filed in PubChem BioAssay.
PI4K2A block: inhibitors of human PI4K2A; activity change, negative = inhibition, % at 76.9 µM; 420,000 tested, 0.13% active; Q9BTU6; purified PI4K2A, ADP-Glo luminescence, 1 h; stronger effect = lower value; in the data active = activity change below about -50%;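 note: -100% = wells without enzyme as full effect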
Target sequence (Q9BTU6 whole entry, looked up): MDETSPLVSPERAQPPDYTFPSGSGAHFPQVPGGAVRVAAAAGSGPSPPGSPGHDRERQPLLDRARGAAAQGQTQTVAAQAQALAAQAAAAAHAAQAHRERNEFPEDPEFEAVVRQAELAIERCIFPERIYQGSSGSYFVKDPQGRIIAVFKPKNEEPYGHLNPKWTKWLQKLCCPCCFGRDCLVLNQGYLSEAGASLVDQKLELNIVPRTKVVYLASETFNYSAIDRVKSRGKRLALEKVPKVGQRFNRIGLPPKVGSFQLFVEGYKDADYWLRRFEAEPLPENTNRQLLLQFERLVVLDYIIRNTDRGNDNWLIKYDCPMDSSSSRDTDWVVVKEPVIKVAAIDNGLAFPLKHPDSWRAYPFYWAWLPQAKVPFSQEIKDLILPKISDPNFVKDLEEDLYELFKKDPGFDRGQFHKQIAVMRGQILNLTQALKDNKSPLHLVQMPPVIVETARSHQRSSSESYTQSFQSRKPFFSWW
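ADP-Glo luminescence measured ADP generated by PI4K2A enzyme (4 ug/mL before mixing) with 1.2 mM PI substrate (pre-mix) and 300 microM ATP (pre-mix). Tris pH7.5 buffer with MgCl2, Triton X-100; 1 h reaction at ambient temperature.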
* = called active by the depositor.

structure | PI4K2A block
C#CCNC(=O)C[C@@H]1C[C@@]2(C(=O)OC)CC(C)(C)CC=C2N(Cc2ccccc2)C1=O | -4
O=C(NN=Cc1cccc(OCc2ccccc2)c1)c1cc(-c2ccc(Cl)cc2)n[nH]1 | -1
CCCN(CC1CC1)c1cc2c(c3c1ccn3C)C1CCC2C1 (stereo unspecified) | 1
COc1ccc(S(=O)(=O)NC(=O)C2(C)CCN2C(=O)Cc2ccccc2Cl)cc1 (stereo unspecified) | -9
OC[C@@H]1CN(Cc2ccc(-c3ccccc3)cc2)C[C@H](n2cnc3c(NC4CCC4)ncnc32)O1 | -6
COC(=O)C1(C(=O)OC)c2ccccc2CN(S(=O)(=O)c2ccc(C)cc2)C1CC(C)=O (stereo unspecified) | -3
C=CCN1C(=O)[C@H](CC(=O)NCCc2ccccc2OC)[C@@]2(C(=O)OCC)CCCC=C12 | -2
Cc1c(P(=S)(c2ccccc2)c2ccccc2)[n+]2ccccc2n1CCc1ccccc1 | 3

The list goes on.
structure | PI4K2A block
CCc1nc2ccc(C(=O)N3CCN(S(=O)(=O)CC)CC3)cn2c1N(C)CCC(C)C | -1
c1ccc(N2CCN(c3cccc(-c4cc5ccccc5s4)n3)CC2)nc1 | -3
O=C(NCCc1c[nH]c2ccccc12)OCc1cn(Cc2ccccc2C(F)(F)F)nn1 | 0
O=c1[nH]c(=S)[nH]c2c1[C@H](C1CC1)O[C@H](CCc1ccccc1)C2 | 0
Nc1c(-c2ccccc2)nc2ncccn12 | 3
COc1ccc(-c2cc(CNc3nc4cc(-c5ccccc5C)sc4c(=O)n3C)on2)cc1 | 1
CCCCCN1CCCCC(NC(=O)c2ccc(C)cc2)C1=O (stereo unspecified) | -3
C[C@H](O)[C@@H]1CN2CCc3c([nH]c4ccccc34)[C@@H]2C[C@@H]1N(C)C(=S)NCCc1ccccc1 | 1

Later entries
structure | PI4K2A block
COc1ccc(C(O)c2ncc(-c3ccccc3OC)[nH]2)cc1F (stereo unspecified) | 0
OC(c1ccc(F)c(F)c1)c1nc(-c2cccs2)cs1 (stereo unspecified) | 2
CC(=O)N1CCc2cc(S(=O)(=O)NC3CCN(C(=O)C(C)(C)C)CC3)ccc21 | 2
CCNC(=O)C1CCCN(C(=O)c2ccc3c(c2)CCO3)CC1 (stereo unspecified) | -5
COc1ccc(CC(N)c2csc(NC(=O)NCc3ccccc3)n2)cc1 (stereo unspecified) | 7
COC(=O)CNC(=O)CNC1(C(=O)NCCc2c[nH]c3ccccc23)CCCCC1 | 0
O=C(C1CCCN1S(=O)(=O)c1cccc([N+](=O)[O-])c1)N1CCN(c2ccccc2)CC1 (stereo unspecified) | 5
N#CC1CCN(c2nc(-c3ccc(Br)cc3)cs2)CC1 | -5

(list continues)
structure | PI4K2A block
CCC(c1nnnn1-c1ccc2c(c1)OCCO2)N1CCN(c2ccc(C)cc2)CC1 (stereo unspecified) | 0
CSCCC(C(=O)NC1CCCC1)n1c(C2CCCC2)nc2ccccc21 (stereo unspecified) | 3
Clc1ccc(-c2nc3c4ccccc4ccn3c2Cc2ccsc2)cc1 | -11
Nc1ncnc2c1ncn2[C@@H]1O[C@H](C(=O)NS(=O)(=O)c2ccccc2[N+](=O)[O-])[C@@H](O)[C@H]1O | -13
CCCN(CC1CC1)c1cc2c(c3c1ccn3C)C1CCC2O1 (stereo unspecified) | -2
CCC[C@H]1[C@@H](OC(=O)NCc2ccccc2)CC[C@@]23CCCN2C(=O)CCC[C@@H]13 | 1
CC1(C(=O)NS(=O)(=O)Cc2cccc(Cl)c2)CCN1C(=O)C1(c2ccc(Cl)cc2)CCC1 (stereo unspecified) | 1
COC(=O)C[C@H]1CC[C@@H](NC(=O)c2ccncc2)[C@@H](CO)O1 | 4

The list goes on:
structure | PI4K2A block
O=C(NC1CCCC1)C1c2ccccc2OCC(=O)N1Cc1ccc2c(c1)OCO2 (stereo unspecified) | -3
CC(C)(C)C1CCC(CC2=C(O)c3ccccc3C(=O)C2=O)CC1 (stereo unspecified) | -2
Cc1noc(C)c1S(=O)(=O)NC(=O)C1(C)CCN1C(=O)C1(c2ccc(Cl)cc2)CC1 (stereo unspecified) | -8
Cc1noc(C)c1-c1ccc(C(=O)NCC2CC2)c2occc12 | 2
Cc1ccccc1-c1cc2c(c3c1ccn3C)C1CCC2C1 (stereo unspecified) | -1
O=C(NCc1ccccc1)C1C(=O)Nc2ccccc2C(=O)N1C1CCCC1 (stereo unspecified) | -4
O=C(Nc1nc2ncccn2c1-c1ccc(C(F)(F)F)cc1)c1ccc(F)cc1 | -2
O=C(CSc1nnc(-c2cccnc2)n1-c1ccc(Cl)cc1)c1ccc(F)cc1 | 5

(list continues)
structure | PI4K2A block
Cc1ccc(CN2C(=O)c3ccccc3C2c2nnnn2C(C)C)cc1 (stereo unspecified) | 4
O=C(NCc1ccccn1)[C@@H]1CCCN1C(=O)[C@@H]1CCCN1C(=O)c1ccccc1 | 5
OC[C@@H]1CN(CCN2CCOCC2)C[C@H](n2cnc3c(NC4CCCC4)ncnc32)O1 | 4
C[C@H]1C(=O)CC[C@@]23CCCN2C(=O)CCC[C@@H]13 | 0
CCC(=O)N1CCCC1(C)C(=O)Nc1ccc(C)c(C)c1 (stereo unspecified) | 3
COc1cccc(/C=C2\CC3(OC(=O)c4ccco4)CCCN2C3)c1 (stereo unspecified) | 0
COc1ccc(C(O)c2ncc(-c3ccccc3C)[nH]2)cc1F (stereo unspecified) | 5
COC(=O)c1ccc2nc(-c3ccccc3)c(Cc3ccccc3C(F)(F)F)n2c1 | -3

Later entries
structure | PI4K2A block
COC(=O)[C@]12C[C@H](CC(=O)NCc3ccccc3)C(=O)N(Cc3cccc4ccccc34)C1=C[C@H](COCc1ccccc1)O[C@@H]2C | -3
Cn1c(NCc2ccc3occc3c2)nc2cc(-c3ccc(F)cc3)sc2c1=O | 0
O=c1[nH][nH]c2c1[C@H](c1ccc(F)cc1)O[C@H](CCc1ccccc1)C2 | -11
CCCNC(=O)C1(C)CCN(C(=O)c2oc3ccccc3c2C)C1 (stereo unspecified) | 5
COC(=O)C1=CN(c2ccc(C)cc2)C(N)=C(C#N)C1c1ccccc1F (stereo unspecified) | 2
COC[C@H]1CCCN1[C@H]1CS(=O)(=O)N[C@@H]1COCc1ccccc1 | -2
C=CCn1c(SCC(=O)C(C)(C)C)nnc1-c1ccc(Cl)cc1 | 1
CCOC(=O)[C@]12CCCC=C1N(Cc1ccc(Cl)cc1Cl)C(=O)[C@H](CC(=O)NCCCCc1ccccc1)C2 | 7

Compounds from the list above that contain a Cl atom (8):
structure | PI4K2A block
O=C(NN=Cc1cccc(OCc2ccccc2)c1)c1cc(-c2ccc(Cl)cc2)n[nH]1 | -1
COc1ccc(S(=O)(=O)NC(=O)C2(C)CCN2C(=O)Cc2ccccc2Cl)cc1 (stereo unspecified) | -9
Clc1ccc(-c2nc3c4ccccc4ccn3c2Cc2ccsc2)cc1 | -11
CC1(C(=O)NS(=O)(=O)Cc2cccc(Cl)c2)CCN1C(=O)C1(c2ccc(Cl)cc2)CCC1 (stereo unspecified) | 1
Cc1noc(C)c1S(=O)(=O)NC(=O)C1(C)CCN1C(=O)C1(c2ccc(Cl)cc2)CC1 (stereo unspecified) | -8
O=C(CSc1nnc(-c2cccnc2)n1-c1ccc(Cl)cc1)c1ccc(F)cc1 | 5
C=CCn1c(SCC(=O)C(C)(C)C)nnc1-c1ccc(Cl)cc1 | 1
CCOC(=O)[C@]12CCCC=C1N(Cc1ccc(Cl)cc1Cl)C(=O)[C@H](CC(=O)NCCCCc1ccccc1)C2 | 7

Carrying on:
structure | PI4K2A block
CCCCn1nnnc1C(c1cc2ccccc2o1)N1CCN(c2c(C)cccc2C)CC1 (stereo unspecified) | 1
O=S1(=O)c2ccc(N3CC[C@H](O)C3)cc2O[C@H]2CCN1C2 | 7
CC1(C(=O)Nc2ccc3c(c2)OCO3)CCN1C(=O)C1CCCCC1 (stereo unspecified) | -3
CO[C@H]([C@H](C)/C=C/N(C)C=O)[C@@H](C)C(=O)CC[C@H](C)[C@H](O)[C@H](C)[C@H]1OC(=O)/C=C/C(C)=C/C[C@H](O)C[C@@H]2C=CC[C@@H](C[C@H](OC)C(C)(O)[C@@H](OC)C[C@@H](OC)[C@@H]1C)O2 (stereo partly specified) | 1
CC1(C(=O)NS(=O)(=O)C2CC2)CCN(C(=O)c2cc3ccccc3s2)C1 (stereo unspecified) | 4
CC1(C(=O)Nc2ccc3c(c2)OCCO3)CCN1C(=O)Cc1ccc(-c2ccccc2)cc1 (stereo unspecified) | 2
CCOC(=O)N(C)c1c(CC)nc2c(OCCOc3ccccc3)cccn12 | -2
Cn1c(Cc2cccs2)nnc1SCC(=O)Nc1ccc2cn[nH]c2c1 | -1

Next part.
structure | PI4K2A block
CCOC(=O)C(=O)N(C)c1c(CC)nc2c(OCc3ccc(OC(F)F)cc3)cccn12 | -6
CN(C)Cc1csc(Nc2ccc(C(=O)c3ccccc3)cc2)n1 | 1
O=C(CSc1nnc(-c2ccccc2)n1-c1ccccc1)NN=C/C=C\c1ccccc1[N+](=O)[O-] | -3
COC(=O)/C=C1\OCc2cc(OC)c(OC)cc21 | 3
O=C1CCC(CNc2ccccc2)N1c1ccccc1 (stereo unspecified) | -5
COc1ccc(S(=O)(=O)NC(=O)C2(C)CCN2C(=O)Cc2ccccc2)cc1OC (stereo unspecified) | -1
O=C(OC1CC2CC1[C@H]1CCCCN1C2=O)N1CCN(C(=O)c2ccccc2)CC1 (stereo partly specified) | 5
COCc1cccc(-c2csc(C(O)c3ccc(F)c(OC)c3)n2)c1 (stereo unspecified) | -1

As entered above:
Under PI4K2A block, COC(=O)C1(C(=O)OC)c2ccccc2CN(S(=O)(=O)c2ccc(C)cc2)C1CC(C)=O (stereo unspecified) is entered as -3
Under PI4K2A block, Cn1c(NCc2ccc3occc3c2)nc2cc(-c3ccc(F)cc3)sc2c1=O is entered as 0
Under PI4K2A block, CO[C@H]([C@H](C)/C=C/N(C)C=O)[C@@H](C)C(=O)CC[C@H](C)[C@H](O)[C@H](C)[C@H]1OC(=O)/C=C/C(C)=C/C[C@H](O)C[C@@H]2C=CC[C@@H](C[C@H](OC)C(C)(O)[C@@H](OC)C[C@@H](OC)[C@@H]1C)O2 (stereo partly specified) is entered as 1
Under PI4K2A block, CC1(C(=O)NS(=O)(=O)C2CC2)CCN(C(=O)c2cc3ccccc3s2)C1 (stereo unspecified) is entered as 4
Under PI4K2A block, O=C1CCC(CNc2ccccc2)N1c1ccccc1 (stereo unspecified) is entered as -5

Further compounds:
structure | PI4K2A block
COCC(=O)N[C@H]1C[C@@H]2O[C@@H](CO)CC[C@@H]2O[C@@H]1CCc1ccc(-c2ccccc2)cc1 | 3
COC(=O)[C@@]12CCCCC=C1N(CCc1ccc(Cl)cc1)C(=O)[C@H]2CC(=O)NCc1ccc(OC)c(OC)c1 | 0
O=C(c1cc(C2CCCCN2S(=O)(=O)c2ccc(F)cc2F)on1)N1CCOCC1 (stereo unspecified) | 1
CC(C)(C)OC(=O)N1CCCN(C(c2cc3ccccc3o2)c2nnnn2C(C)(C)C)CC1 (stereo unspecified) | 0
CN(C)CCNc1ncnc2c1ncn2[C@H]1CN(CCc2ccccc2)C[C@@H](CO)O1 | 3
CC(=O)Nc1c(C#N)c(-c2ccccc2)c(C#N)c(=O)n1-c1ccc(C)cc1 | -1
O=C(c1cscn1)N1CCC(Oc2cccnc2)CC1 | 1
CC(=O)OC[C@@H]1CN(Cc2ccccc2)C[C@H](n2cnc3c(NCC(C)C)ncnc32)O1 | -4

Next entries
structure | PI4K2A block
Fc1cccc(Cc2c(-c3ccc(Cl)cc3)nc3ccc(Cl)cn23)c1 | -1
O=C(O)C1CCC2CCCC21 (stereo unspecified) | -1
O=C(Nc1nnc([C@@H]2C[C@H](O)[C@@H](CO)O2)s1)Nc1ccc(F)cc1F | -1
O=C(O)c1cc(Cl)n[nH]c1=O | 0
Cc1ccnc(SCc2cc(=O)c(OC(=O)c3ccc(C)c([N+](=O)[O-])c3)co2)n1 | 5
CC(=O)Nc1cc(-c2cccc(C(=O)NCCO)c2)cn2c(-c3ccc(F)c(Cl)c3)cnc12 | -6
CC(=O)C(=Cc1cccc(C#N)c1)C(=O)c1ccccc1 | 8
COc1ccc(-c2nc3ccc(C4=NNC(=O)CC4C)cc3[nH]2)cc1 (stereo unspecified) | -1

The list continues.
structure | PI4K2A block
Cc1cccc(CN2CCN(C3CN(Cc4cn(Cc5ccc(F)cc5)nn4)S(=O)(=O)C3)CC2)c1 (stereo unspecified) | 2
Cc1ccc(CN2C(=O)c3ccccc3C2c2nnnn2-c2c(C)cccc2C)cc1 (stereo unspecified) | -3
CC1=C(C(=O)N2CCCCCC2)CC(CC(=O)NCc2cccs2)C(=O)N1CCC1=CCCCC1 (stereo unspecified) | 6
CCn1c(SCC(=O)NN=Cc2cccc(OCc3ccccc3)c2)nnc1-c1ccc(OC)c(OC)c1 | 2
CC1(C(=O)N2CCCCC2)CCN1C(=O)c1ccccc1CCc1ccccc1 (stereo unspecified) | -3
CCNC(=O)C1(C)CCCN(CC(=O)c2ccccc2OC)C1 (stereo unspecified) | -2
CN1OC[C@@H]2CN(C(=S)NCCc3ccccc3)[C@H](c3ccccc3Br)C[C@@H]21 | 2
COC(=O)[C@]12C[C@H](CC(=O)NCCc3ccccc3OC)C(=O)N(Cc3ccco3)C1=C[C@H](C(C)C)O[C@@H]2C1CC1 | 0
CCC(=O)N1CCCC(C(=O)NS(=O)(=O)c2cc(C)c(Cl)cc2C)CC1 (stereo unspecified) | 1
COCCNC(=O)C1CCCN(C(=O)c2cc(C)n(C(C)(C)C)n2)CC1 (stereo unspecified) | 1

An excerpt; count on the stated rates, not on these rows.
